CHT allo act: CHT positive allosteric modulators, primary screen, cell-based, membrane potential dye, choline EC20. B-score at 10 µM. actives 0.49% (n = 310,000). CHT-expressing cells; stronger effect = higher value; LV-AA mutant CHT in HEK293 cells. High affinity choline transporter 1 (Homo sapiens), Q9GZV3;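 active = initial fluorescence not abnormally high and integrated response B-score, plate-corrected, over 3 SD above library mean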
Target sequence (Q9GZV3 whole entry, looked up): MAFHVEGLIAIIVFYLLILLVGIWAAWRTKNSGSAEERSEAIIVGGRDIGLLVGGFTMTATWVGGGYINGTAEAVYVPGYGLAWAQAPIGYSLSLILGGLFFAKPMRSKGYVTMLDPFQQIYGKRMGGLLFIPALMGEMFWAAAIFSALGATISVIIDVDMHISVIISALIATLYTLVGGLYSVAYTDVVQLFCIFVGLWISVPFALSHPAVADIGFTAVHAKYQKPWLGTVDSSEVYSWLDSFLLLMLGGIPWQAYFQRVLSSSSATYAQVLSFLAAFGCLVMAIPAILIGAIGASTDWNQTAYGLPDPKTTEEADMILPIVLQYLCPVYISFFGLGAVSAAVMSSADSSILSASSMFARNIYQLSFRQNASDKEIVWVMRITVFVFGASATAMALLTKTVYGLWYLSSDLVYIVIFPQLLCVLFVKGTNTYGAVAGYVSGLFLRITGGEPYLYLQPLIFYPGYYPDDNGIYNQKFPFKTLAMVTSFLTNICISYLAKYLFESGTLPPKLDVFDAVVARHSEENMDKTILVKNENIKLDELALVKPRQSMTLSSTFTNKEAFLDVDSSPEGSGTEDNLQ
OX1R antag: OX1R (HCRTR1) antagonists, primary screen, fluorescence, CHO/OX1R cells, Fluo-8 calcium, orexin A | Orexin/Hypocretin receptor type 1 (Homo sapiens), O43613 | AID 434989, 2010 | inhibition, % at 5 µM | Fluo-8 calcium fluorescence | actives 0.43% (n = 330,000);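 active = inhibition above its plate's threshold, mean inhibition of all tested compounds on the plate plus 3 SD, cut at about 37% in these data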;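 also: 0% = orexin A challenge wells and 100% = SB-334867-A antagonist wells; not every result past the cut was called active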
Target sequence (O43613 whole entry, looked up): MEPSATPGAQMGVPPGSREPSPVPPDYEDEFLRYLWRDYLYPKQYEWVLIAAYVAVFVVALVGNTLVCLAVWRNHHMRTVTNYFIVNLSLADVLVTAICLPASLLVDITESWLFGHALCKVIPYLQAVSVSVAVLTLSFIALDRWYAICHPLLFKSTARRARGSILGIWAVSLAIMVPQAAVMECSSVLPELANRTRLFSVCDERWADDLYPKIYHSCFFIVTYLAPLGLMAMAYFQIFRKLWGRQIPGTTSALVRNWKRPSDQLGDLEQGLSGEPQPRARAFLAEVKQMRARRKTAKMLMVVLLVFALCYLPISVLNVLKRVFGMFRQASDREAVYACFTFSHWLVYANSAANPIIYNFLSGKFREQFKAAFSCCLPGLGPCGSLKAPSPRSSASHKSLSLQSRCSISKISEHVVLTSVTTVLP
* = called active by the depositor; i = inactive; . = no result given.

Every second line gives: OX1R antag | CHT allo act
> O=C(Nc1cc([N+](=O)[O-])ccc1Cl)C1CC1
    -6 | i
> CC(NCC1(N2CCOCC2)CCCCC1)C(=O)Nc1ccc(Cl)cc1Cl (stereo unspecified)
    -36 | i
> CC(C)c1ccc(C2/C(=C(/O)c3ccc(F)cc3)C(=O)C(=O)N2CCCN2CCOCC2)cc1 (stereo unspecified)
    -18 | i
> CN(C)c1ccc(C(=O)Nc2ccc(O)c3c(=O)cc(-c4ccccc4Cl)oc23)cc1
    -42 | i
> CSc1ccccc1NC(=O)c1cc(C2CC2)on1
    -21 | i
> COc1ccc(S(=O)(=O)Nc2ccccc2C(=O)OC2CCCN(C)C2)cc1OC (stereo unspecified)
    -22 | i
> O=C(COc1cc2oc(=O)c3c(c2cc1Cl)CCC3)NCCCN1CCOCC1
    -7 | i
> Cc1c(C(=O)Nc2ccc(OC(F)(F)F)cc2)sc2nc3n(c(=O)c12)CCC3
    21 | i
> COc1cc(NS(=O)(=O)c2ccc3c(c2)NC(=O)CO3)cc(OC)c1
    -11 | i
> Cc1nc(NCCc2ccc(O)cc2)c2nnn(Cc3ccccc3)c2n1
    0 | i
> CCN(c1ccccc1)S(=O)(=O)c1ccc(F)cc1
    -1 | i
> Cn1nc(C(=O)Nc2nnc(C3CC3)s2)c2ccccc2c1=O
    -12 | i
> CC(C)CCNC(=O)Nc1ccc2c(c1)N(C)C(=O)CS2
    -7 | i
> COc1cc(/C=N/NC(=O)CSc2ccccn2)ccc1O
    6 | i
> CS(=O)(=O)N(Cc1ccccc1)c1ccc(C(=O)Nc2ccc(C(N)=O)cc2)cc1
    13 | i
> C=CCn1c(CCNC(=O)c2ccccc2F)nnc1SCC(=O)Nc1nc2ccccc2s1
    -4 | i
> CC(C)c1ccc(N(C(=O)CNC(=O)c2ccco2)C(C(=O)NC2CCCC2)c2cccnc2)cc1 (stereo unspecified)
    -21 | i
> CCOc1cc2c(cc1OCC)C(c1ccc(F)cc1)NCC2 (stereo unspecified)
    -13 | i
> O=S(=O)(Cc1ccccc1)N1CCC(N2CCN(c3ccccc3)CC2)CC1
    -27 | i
> CCCCOc1ccc(/C=C/C(=O)OCC(=O)c2c(N)n(C)c(=O)n(C)c2=O)cc1OCC
    -21 | i

Ordered by formula weight (largest number first): six of the compounds above
Every second line gives: OX1R antag | CHT allo act
> CCCCOc1ccc(/C=C/C(=O)OCC(=O)c2c(N)n(C)c(=O)n(C)c2=O)cc1OCC
    -21 | i
> O=S(=O)(Cc1ccccc1)N1CCC(N2CCN(c3ccccc3)CC2)CC1
    -27 | i
> Cn1nc(C(=O)Nc2nnc(C3CC3)s2)c2ccccc2c1=O
    -12 | i
> CCOc1cc2c(cc1OCC)C(c1ccc(F)cc1)NCC2 (stereo unspecified)
    -13 | i
> CC(C)CCNC(=O)Nc1ccc2c(c1)N(C)C(=O)CS2
    -7 | i
> CCN(c1ccccc1)S(=O)(=O)c1ccc(F)cc1
    -1 | i

Following part
Every second line gives: OX1R antag | CHT allo act
> O=C(COC(=O)c1ccccc1SCC(=O)N1CCCC1)NCc1ccccc1
    -26 | i
> CSc1ccccc1NC(=O)CN(Cc1ccc(Cl)cc1)S(C)(=O)=O
    -24 | i
> COc1ccc(N2CCN(C(C)=C3C(=O)c4ccccc4C3=O)CC2)cc1
    -33 | i
> Cc1c(NC(=O)COc2ccc3ccc(=O)oc3c2)c(=O)n(-c2ccccc2)n1C
    3 | i
> Cc1cccc(OCC(=O)Nc2ccc3c(c2)nc(CN2CCCCC2)n3C)c1
    -12 | i
> N#Cc1ccccc1OCC(=O)Nc1ccc2c(c1)OCCO2
    -14 | .
> Cc1ccc2nc(N3CCN(Cc4nnnn4C4CCCC4)CC3)c(C#N)cc2c1
    -27 | i
> O=C(NCc1ccc(S(=O)(=O)NC2CCCCC2)s1)c1ccccc1
    -9 | i
> COc1ccc(C(=O)Nc2nc(C)cc(C)n2)cc1[N+](=O)[O-]
    -4 | i
> O=C1CN(C(=O)c2ccccc2Cl)c2ccccc2N1
    1 | i
> COc1ccc(Cn2nnnc2C(c2ccc(N(C)C)cc2)N2CCC(C)CC2)cc1 (stereo unspecified)
    -25 | i
> COc1ccc(NC(=O)CSc2nnc(-c3cccnc3)s2)cc1
    -27 | i
> O=C(Nc1ccc(Cc2nc3ccccc3s2)cc1)c1ccncc1
    13 | i
> COc1ccc(S(=O)(=O)NCC2CCCN(C(=O)c3ccccc3)C2)cc1 (stereo unspecified)
    -20 | i
> Cc1ccc(-c2cc(C(=O)Nc3sc4c(c3C(=O)NCc3ccco3)CCC4)[nH]n2)c(O)c1
    -6 | i
> CCN(Cc1ccccc1)C(=O)C1CCN(C(=O)Nc2ccccc2)CC1
    -31 | i
> O=C(NCc1ccco1)C1CCN(C(=O)c2cc3sccc3n2Cc2ccc(F)cc2)CC1
    5 | i
> O=C(CN1CCOCCOCCOCC1)Nc1ccccc1
    -5 | i
> O=C(COC(=O)CCCSc1nc2ccccc2[nH]1)Nc1cccc(F)c1
    7 | i
> O=C(c1cccnc1)C1CCCN(Cc2nc(Cc3ccccc3)no2)C1 (stereo unspecified)
    -29 | i
> Cc1noc(C)c1NC(=O)Nc1ccc2c(c1)C(=O)N([C@H](C)CO)C[C@H](C)[C@@H](CN(C)C(=O)NC(C)C)O2
    10 | .
> Cc1ccc(C(=O)COC(=O)C2CCC2)cc1
    -1 | i
> Clc1ccccc1Sc1ccc(-c2ccccn2)s1
    -7 | i
> COc1cc(/C=C/C(=O)OCC(=O)N(C)Cc2ccccc2)ccc1O
    -18 | .
> O=C(C[C@H]1C/C=C\C[C@@H](Cc2ccc(F)cc2)C(=O)OC[C@H]2CCCN2C1=O)NCCO
    -17 | .
> COc1ccnc2c1c(=O)n(Cc1ccc(F)cc1)c(=O)n2C
    -29 | i
> CC(NC(=O)c1ccco1)C(=O)OCc1cccc(C(F)(F)F)c1 (stereo unspecified)
    -3 | .
> CC(C)(C)NC(=O)CN(Cc1cccs1)C(=O)c1csnn1
    -11 | i
> Cc1c(C(=O)OCCOC(C)C)[nH]c2c1C(=O)CC(c1ccco1)C2 (stereo unspecified)
    -16 | i
> Nn1c(SCC(=O)Nc2ccc(N3CCOCC3)cc2)nnc1C1CC1
    -4 | .
> CN(Cc1ccc(CNC[C@H]2O[C@@H](n3cnc4c(N)ncnc43)[C@H](O)[C@@H]2O)o1)S(C)(=O)=O
    -11 | .
> C[C@@H]1COC(=O)[C@@H](CC(=O)OC(C)(C)C)C/C=C\C[C@@H](CC(=O)N[C@@H](CO)Cc2ccccc2)C(=O)N1
    1 | .
> O=C1/C(=C/c2cccnc2)SC(=S)N1C1CCS(=O)(=O)C1 (stereo unspecified)
    1 | i
> Cc1[nH]n(-c2ccccc2)c(=O)c1C=Nc1cccc2cccnc12
    -20 | i
> CC(C)(C)OC(=O)N1CC(O)CC1C(=O)OCC(=O)c1ccccc1 (stereo unspecified)
    2 | i
> O=C(CN1C(=O)S/C(=C\c2ccc(-c3cc(C(=O)O)ccc3Cl)o2)C1=O)Nc1ccc2c(c1)OCO2
    . | i
> Cc1nc2ccccc2c(=O)n1NC(=O)/C=C/c1ccccc1Cl
    -10 | i
> CC(=O)Nc1ccc(S(=O)(=O)NC(CSc2ccc(C(=O)O)cc2[N+](=O)[O-])C(=O)O)cc1 (stereo unspecified)
    2 | i
> CN(CC(=O)OCC(=O)NCC(F)(F)F)S(=O)(=O)c1ccc(Cl)cc1
    -12 | i
> COc1ccc(Cc2nc3ccc(C(=O)NCc4cc(C)no4)cc3o2)cc1OC
    -17 | i
> CCc1cccc2c(C(=O)CN3C(=O)NC4(CCc5ccccc54)C3=O)c[nH]c12 (stereo unspecified)
    5 | i
> O=C(NN/C(=N/S(=O)(=O)c1ccc(Cl)cc1)c1ccccc1)c1ccc(O)cc1
    -15 | i
> COC(=O)[C@]1(C)N[C@H](CN(C)S(=O)(=O)c2ccc(C(C)(C)C)cc2)[C@@H]2C(=O)N(C)C(=O)[C@@H]21
    -35 | .
> CSc1ncc(CN2CCN(CC=C(C)C)C(CCO)C2)cn1 (stereo unspecified)
    -4 | i
> Cc1ccc(C)c(-n2c(CNC(=O)c3ccco3)nnc2SCC(=O)N2CCc3ccccc32)c1
    -22 | i
> CCOc1ccc(C(=O)NC(=S)N2CCN(c3ccc(C(F)(F)F)cc3[N+](=O)[O-])CC2)cc1
    -15 | i
> C/C(=N\O)C1(C)N(O)C(C)(C)C(c2ccc(F)cc2)=[N+]1[O-] (stereo unspecified)
    -8 | i
> CCOC(=O)c1c(-c2cccs2)csc1NC(=O)CN1CC(C)OC(C)C1 (stereo unspecified)
    -45 | i
> CC1CCCCC12NC(=O)N(CC(=O)Nc1ccccc1N1CCOCC1)C2=O (stereo unspecified)
    -7 | i
> Cc1ccc(C(=O)NNC(=O)c2ccc3c(c2)OCCO3)cc1
    -17 | .

Next part
Every second line gives: OX1R antag | CHT allo act
> O=C1NCCOC(=O)[C@@H](Cc2ccc(F)cc2)C/C=C\C[C@@H]1CC(=O)N(CCO)Cc1ccccc1
    -17 | .
> CN(C(=O)C1CCC(=O)N(Cc2cccc(F)c2)C1)C1CCCCC1 (stereo unspecified)
    -10 | i
> COc1ccc(Cl)cc1NC(=O)c1ccco1
    -2 | i
> CCOC(=O)c1[nH]cnc1C(=O)Nc1ccc(Cl)cc1
    -18 | i
> Cc1cc(/C=C2\C(=N)N3N=C(c4ccco4)SC3=NC2=O)c(C)n1Cc1ccccc1
    104* | i
> COCc1ccc(C(=O)N2CCCC(C(=O)c3cc(F)ccc3F)C2)s1 (stereo unspecified)
    -28 | i
> CCn1c(=NC(=O)c2ccc(N3C(=O)CCC3=O)cc2)sc2c(OC)ccc(OC)c21
    -30 | i
> N#CCC(CNc1ncc(C(F)(F)F)cc1Cl)OC(=O)c1ccc(Cl)cc1 (stereo unspecified)
    -29 | i
> Cc1cccc(CNc2ccc(C(CC(N)=O)NC(=O)c3cccc(Br)c3)cc2[N+](=O)[O-])c1 (stereo unspecified)
    3 | i
> COc1ccc(CN2C(=O)NC3(CCCCCC3)C2=O)cc1F
    -24 | i
> Cc1cccc(NC(=O)c2sc(NC(=O)c3ccco3)c(C#N)c2C)c1C
    -3 | i
> COC(=O)c1c(-c2ccc(S(C)(=O)=O)cc2)sc2cc(OC)ccc12
    -1 | .
> O=C(CSc1cn(CC(=O)N2CCCCCC2)c2ccccc12)NCC1CCCO1 (stereo unspecified)
    -20 | i
> COc1cccc(NC(=O)CN(C)S(=O)(=O)c2ccc3c(c2)n(C)c(=O)c(=O)n3C)c1
    -1 | i
> CC[C@]12c3[nH]c4ccccc4c3CCN1C(=O)C(CC(=O)NCCCn1ccnc1)C[C@@H]2C(=O)N1CCN(C(=O)c2ccco2)CC1 (stereo partly specified)
    18 | .
> CCn1cc(C(=O)N2CCOCC2)c(=O)c2cc(S(=O)(=O)N(C)C)ccc21
    -2 | i
> C=CCNc1oc(COc2ccc(C)cc2)nc1C#N
    -2 | i
> O=c1[nH]c(Cc2ccc(Cl)cc2)nc2ccccc12
    -14 | i
> CC(=O)c1ccc(-n2c(C)ccc2-c2ccccc2)cc1
    -8 | i
> O=C(NCCCN1CCOCC1)C(c1ccccc1)c1ccccc1
    -20 | i
> Cc1ccc(NC(=O)COc2ccc(/C(N)=N/O)cc2)cc1C
    -7 | i
> O=C(CCCC(=O)OCC(F)(F)C(F)F)Nc1ccccc1F
    -11 | i
> CC1CCCC(C)N1/N=C/c1ccc(Cl)cc1 (stereo unspecified)
    -11 | i
> Cc1ccc(-c2cn3c(=O)cc(C)[nH]c3n2)cc1
    -18 | i
> O=C(Nc1ccc(N2CCOCC2)nc1)c1cccs1
    17 | i
> COc1ccccc1/C=C/C(=O)NCC(=O)N/N=C/c1ccc(C)o1
    -16 | i
> Cc1ccc(SCCc2ccc(C)nc2)cc1
    -11 | i
> COc1ccccc1NS(=O)(=O)c1cc(NC(=O)c2cccs2)ccc1N1CCOCC1
    -6 | i
> COC(=O)c1c(NC(=O)CC2SCC(C(=O)OC)NC2=O)sc2c1CCCC2 (stereo unspecified)
    -19 | i
> NC(=O)C1CCCN(C(=O)c2cccc(S(=O)(=O)N(Cc3ccccc3)c3ccccc3)c2)C1 (stereo unspecified)
    1 | .
> COC(=O)c1c(NC(=O)CN(c2ccccc2)S(C)(=O)=O)sc2c1CCCC2
    -32 | i
> COc1ccccc1NC(=O)CS(=O)(=O)c1cn(CC(=O)N2CCOCC2)c2ccccc12
    -13 | i
> N#CC1(NC(=O)CSc2nnc3n2CCCCC3)CCCCC1
    -2 | .
> O=C(CCc1ccccn1)N1CCCC(CNS(=O)(=O)c2cccs2)C1 (stereo unspecified)
    -11 | i
> NS(=O)(=O)c1ccc(CCNC(=O)Nc2ccc(Cl)cc2)cc1
    -2 | i
> COc1ccc(N(CC(=O)Nc2cc(OC)c(OC)cc2C(=O)O)S(=O)(=O)c2c(C)noc2C)cc1
    -6 | i
> COc1ccc(Cl)cc1NC(=O)CN(c1ccccc1)S(=O)(=O)N(C)C
    -12 | i
> CCOC(=O)C1=C(COC(=O)COc2ccc(C#N)cc2)NC(=O)NC1C (stereo unspecified)
    1 | i
> COc1ccc(CNC(=O)C2(CC3CC(c4ccccc4)=NO3)CCN(C(=O)c3cccc(O)c3)CC2)cc1 (stereo unspecified)
    -25 | i
> CCCCn1c(CN2CCOCC2)nc2c1c(=O)n(C)c(=O)n2C
    0 | i
> C/C(=N\NC(=O)c1ccn[nH]1)c1cn(C)nc1C
    -5 | i
> COC(=O)C1=C(O)/C(=C\c2ccc(O)c(OC)c2)N=C1C
    4 | i
> Cc1ccc(N(CC(=O)NC(C)C)C(=O)CCC(=O)Nc2nccs2)c(C)c1
    -25 | i
> O=C(Nc1cccc(S(=O)(=O)NC2=NCCC2)c1)c1ccc(C(F)(F)F)cc1
    -33 | .
